p53 reactivator – qHTS assay for re-activators of p53 using a Luc reporter | H1299 p53-A138V BP100-luciferase reporter, luminescence, 24 h | Potency, µM (titrated, usually from 92.2 µM), for inactives: at the top dose activity change, positive = activation, hits mostly activators | 0.063% of 320,000 active | AID 504706, 2011; also: % of control where 0% means no effect; nearly all actives have a fitted effect of over 45% in size
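p53-null H1299 cells stably carrying temperature-sensitive p53-A138V and a BP100-luciferase reporter were pinned with compounds (4-point, 1:5 series) and held 24 hrs at 37 deg C. Luminescence was read 10 min after detection reagent.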
Rab9 prom act – qHTS Assay for Rab9 Promoter Activators; Huh7 Rab9 promoter-luciferase reporter, luminescence, 24 h; Potency, µM (series often up to 9.22 µM), for the others: at the top dose activation, negative = inhibition, hits mostly activators; 2.8% of 320,000 active; also: % of control where 0% means no effect; nearly all actives have a fitted effect of over 60% in size
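Luminescence read-out: Huh7 cells stably expressing Rab9-luciferase, treated 24 h with compound at 37 °C, then lysed with luciferase reagent for 10 min at ambient before reading.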
NPC1 prom act – qHTS Assay for NPC1 Promoter Activators | Huh7 NPC1 promoter luciferase reporter, 24 h | Potency, µM (doses to about 9.22 µM), for the others: top-dose activation, hits mostly activators | 2.4% of 320,000 active | AID 485313, 2010;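 also: % of control where 0% means no effect; nearly all actives have a fitted effect of over 60% in size; reporter is driven by a mutant NPC1 promoter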
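Cells: Huh7 expressing luciferase under the NPC1 promoter, 1500/well. Seeded 2 h, compound added, incubated 24 h at 37 °C. Luciferase reagent, 10 min ambient, then luminescence.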
RORgamma inh – qHTS for inhibitors of ROR gamma transcriptional activity; Nuclear receptor ROR-gamma (Mus musculus), P51450; Drosophila S2 Gal4-RORgamma UAS-luciferase reporter, 20 h; Potency, µM (highest dose often 53.6 µM), for the others: at the top dose activity change, negative = inhibition, hits mostly inhibitors; 5.4% of 310,000 active; also: % is scaled to controls: 0 for no effect and ±100 for the full control effect; nearly all actives have a fitted effect of over 60% in size
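ROR gamma transcriptional activity was tracked as Gal4-UAS luciferase output in stably transfected Drosophila Schneider cells, with compound added 1 hr before 700 uM copper sulfate induction and a 20 hr ambient-temperature incubation.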
BRCA1 expr up – qHTS Assay to Identify Small Molecule Activators of BRCA1 Expression; MCF7-BRCA1-FFLuc reporter, luminescence, 48 h; response scale: scaled: vehicle 0%, 10 µM genistein 100%; 1.1% of 380,000 active; AID 624202, 2012; Potency, µM (top dose mostly 46.1 µM), inactives show at the highest dose activation, hits mostly activators; also: nearly all actives have a fitted effect of over 80% in size; some results filed as inactive show a strong effect at the top dose
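48 h compound treatment of MCF7-BRCA1-FFLuc cells (phenol-red free MEM, 37 °C), then 15 min with luciferase substrate and luminescence imaging.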
VP16 counter – VP16 counterscreen qHTS for inhibitors of ROR gamma transcriptional activity; Potency, µM (series often up to 53.6 µM), without a hit: at the top dose activity, negative = inhibition, usual class: inhibitors; Drosophila S2 Gal4-VP16 UAS-luciferase, luminescence, 20 h; 3.5% of 310,000 active;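 also: Gal4-VP16 expression switched on by copper sulfate through the metallothionein promoter; % is scaled to controls: 0 for no effect and ±100 for the full control effect; nearly all actives have a fitted effect of over 50% in size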
MBNL1 CUG block – qHTS Assay for Inhibitors of MBNL1-poly(CUG) RNA binding | Muscleblind-like protein 1 (Homo sapiens), Q9NR56 | TR-FRET MBNL1-His/biotin-(CUG)12 binding, 665/545 ratio | Potency, µM (series often up to 57.5 µM), without a hit: at the top dose activity change, negative = inhibition, actives largely listed as inhibitors | 0.036% of 280,000 active | AID 2675, 2010; active = well fitted inhibition curve with a large enough effect in the signal ratio, with a control signal flat, not every such curve was filed as active; inconclusive = small, poorly fitted or top-dose-only effect, or effect the other way, or a change in a side signal; inactive = no such curve, though single readings can be large or run the other way; the % refers to the signal ratio; also: % is scaled to controls: 0 for no effect and ±100 for the full control effect
Target sequence (Q9NR56 whole entry, looked up): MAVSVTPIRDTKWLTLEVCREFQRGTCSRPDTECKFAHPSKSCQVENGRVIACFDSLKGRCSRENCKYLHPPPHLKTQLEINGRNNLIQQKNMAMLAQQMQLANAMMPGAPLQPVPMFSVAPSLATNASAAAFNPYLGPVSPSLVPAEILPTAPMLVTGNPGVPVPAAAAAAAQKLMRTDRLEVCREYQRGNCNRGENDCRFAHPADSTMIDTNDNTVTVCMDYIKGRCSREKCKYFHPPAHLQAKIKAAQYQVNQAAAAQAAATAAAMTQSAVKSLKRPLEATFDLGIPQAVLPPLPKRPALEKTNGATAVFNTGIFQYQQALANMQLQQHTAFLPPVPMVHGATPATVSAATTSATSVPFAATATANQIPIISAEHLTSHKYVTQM
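Ratiometric TR-FRET (665 over 545 nm, excitation 340 nm) tracks disruption of MBNL1-His/biotin-(CUG)12 complex after 60 min at room temperature, with compounds at 92 nM to 58 uM final.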
uPA surface inh – qHTS for Inhibitors of Cell Surface uPA Generation; cell surface uPA generation assay, qHTS; Potency, µM (titrated, usually from 38.3 µM), for the others: top-dose activity change, negative = inhibition, usual class: inhibitors; 0.31% of 330,000 active; AID 540303, 2011; active = well fitted inhibition curve with a large enough effect; inconclusive = small, poorly fitted or top-dose-only effect; inactive = no such curve, though single readings can be large or run the other way; tested in mouse RAW 264.7 cells; also: % is scaled to controls: 0 for no effect and ±100 for the full control effect; nearly all actives have a fitted effect of over 55% in size
FLuc modulator – qHTS profiling assay for firefly luciferase inhibitor/activator using purifed enzyme and Km concentrations of substrates (counterscreen for miR-21 project); Luciferin 4-monooxygenase (Photinus pyralis), P08659; purified FLuc, Km substrates, luminescence inhibition; Potency, µM (top dose mostly 57.5 µM), for inactives: at the top dose activity change, negative = inhibition, actives largely listed as inhibitors; 6.9% of 360,000 active;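 also: plate controls were vehicle for no effect and reference inhibitor for full effect; nearly all actives have a fitted effect of over 55% in size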
Target sequence (P08659 whole entry, looked up): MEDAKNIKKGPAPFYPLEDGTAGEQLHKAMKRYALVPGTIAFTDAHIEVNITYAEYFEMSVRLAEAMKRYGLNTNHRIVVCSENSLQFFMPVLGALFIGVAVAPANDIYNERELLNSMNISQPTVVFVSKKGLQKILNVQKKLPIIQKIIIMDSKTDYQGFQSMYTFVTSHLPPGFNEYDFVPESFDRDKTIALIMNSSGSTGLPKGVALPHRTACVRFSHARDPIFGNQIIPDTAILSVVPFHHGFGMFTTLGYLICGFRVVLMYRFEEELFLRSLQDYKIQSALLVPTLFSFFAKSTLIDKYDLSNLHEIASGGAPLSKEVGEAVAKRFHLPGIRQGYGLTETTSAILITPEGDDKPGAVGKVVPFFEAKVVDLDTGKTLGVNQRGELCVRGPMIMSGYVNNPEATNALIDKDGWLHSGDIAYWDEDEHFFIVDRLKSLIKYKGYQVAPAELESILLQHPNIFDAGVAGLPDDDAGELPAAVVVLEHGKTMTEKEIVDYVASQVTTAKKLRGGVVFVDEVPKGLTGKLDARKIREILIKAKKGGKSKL
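Purified P. pyralis luciferase (10nM final) with 10uM D-luciferin and 10uM ATP (Km levels) in 50mM Tris acetate pH 7.5, 10mM Mg acetate, 0.01% Tween-20, 0.05% BSA; qHTS 6-point titration, ~60 µM downward; luminescence read.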
ELG1 genotox – qHTS screen for small molecules that induce genotoxicity in human embryonic kidney (HEK293T) cells expressing luciferase-tagged ELG1. Potency, µM (titrated, usually from 46 µM), for the others: at the highest dose activity change, positive = activation, usual class: activators. 1.3% of 330,000 active. HEK293T ELG1-luciferase reporter, luminescence, 16 h. AID 504466, 2011; also: % of control where 0% means no effect; nearly all actives have a fitted effect of over 60% in size
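Luminescence read-out: rising ELG1-luciferase signal, reflecting elevated ELG1 protein under genetic stress, flags genotoxic compounds. Cells were treated for 16 hr at 37 °C before ONE-Glo detection.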
* hit, by the source's call; u = inconclusive; x = no result given; & = joins results of further samples; [ ] = dose if it differs, or a comment. Unless noted, calls follow the shape of the dose curve; as a rule, active = well fitted curve in the direction sought with a large enough effect; inconclusive = small, poorly fitted or top-dose-only effect, or another doubt; inactive = no such curve, though single readings can be large; an effect the other way counts as inactive or inconclusive. Potency is read from the fitted curve at half-maximal effect.

SMILES	p53 reactivator	Rab9 prom act	NPC1 prom act	RORgamma inh	BRCA1 expr up	VP16 counter	MBNL1 CUG block	uPA surface inh	FLuc modulator	ELG1 genotox
N#CCC(=O)NCC1(c2ccccc2)CCCC1	-1%	-6%	-1%	14%	23%	29%	-4%	4%	3%	-1%
Cn1ncc2c(NCc3ccccc3)ncnc21	-2%&-7%	8%&-4%	-5%&2%	-6%&-2%	2%	-2%&3%	-7%&-2%	5%	4%&1%	-1%&2%
COc1ccc(NC(=O)CN2CCOCC2)cc1	11%	-3%	1%	21%	0%	-6%	5%	-2%	-1%	6%
COc1ccc(NC(=O)Cc2ccc(-c3ccccc3)cc2)cn1	-4%	-15%	-35%[inhibitor]	43%	-27%	-2%	3%	-11%	1%	-8%
Cc1ccc(-c2nc(CS(=O)CC(=O)NC(C)CCc3ccccc3)c(C)o2)cc1 (stereo not drawn)	-7%	-1%	-2%	-30%	0%	u	-11%	-8%	-5%	0%
Cc1cccc(C(=O)NNC(=O)CSc2nnc(C3CC3)n2C)c1	2%	3%	2%	-16%	-4%	-11%	-6%	2%	-2%	0%
COc1cc2c(cc1OC)C(C)N(C(=O)c1cc(Cl)nc(Cl)c1)CC2 (stereo not drawn)	-3%	-10%	-22%	-9%	-39%	0%	-2%	u	2%	-2%
O=C1CCCN1C(=O)CCC(=O)N1CCCC1=O	-2%	-1%	1%	13%	8%	-2%	4%	-2%	2%	-1%
Cc1cccc[n+]1CC(=O)c1ccccc1	9%	-1%	1%	-7%	-5%	5%	4%	7%	0%	4%
COc1ccccc1CNC(=O)c1ccc2ccccc2n1	0%	0%	-3%	-16%	15%	-4%	0%	4%	u	14%
CCOc1ccccc1Nc1nc2ccc(C)cc2n2cnnc12	6%	12%	5%	21%	-29%	-2%	4%	7%	3%	0%
O=C(CCc1nc2ccccc2c(=O)[nH]1)NNC(=O)COc1ccccc1Cl	-2%	-2%	-1%	x	-9%	x	x	2%	0%	1%
CN1C(=O)/C(=C2/C=CC=CN2C)OC1=S	u	0%	-2%	-8%	4%	-3%	23%	2%	-1%	1%
Fc1ccc(N2CCN(Cc3ccccn3)CC2)cc1	0%	9%	-7%	u	-7%	11%	1%	-2%	0%	-2%
Cc1cc(NC(=O)CSCC(=O)NC(C)c2ccccc2)no1 (stereo not drawn)	-2%	x	x	x	-12%	x	x	3%	x	1%
CCCCSc1nc2ccc(Nc3nc(N4CCOCC4)nc(N4CCOCC4)n3)cc2s1	-3%	0%	-7%	38%	21%	-1%	-8%	2%	-18%	-2%
O=C(c1ccccc1)N1CCN(C(=S)NCCc2ccccc2)CC1	7%	-5%	-1%	u	-7%	6%	x	3%	2%	-1%
CCOC(=O)c1c(C)c(C(=O)Nc2ccc(N(C)C)cc2)c(C)n1CC	u	4%	-13%	u	-74%	u	8%	x	15µM*	4%
COc1ccc(N2CCN(Cc3nnnn3C3CCCCC3)CC2)cc1	6%	-10%	-1%	-29%	-16%	5%	-1%	1%	-3%	-5%
CC1=CC(=O)C=C(C)C1=NOc1ccccc1[N+](=O)[O-]	-53%[inhibitor]	-27%	-13%	10µM*	-17%	u	u	u	-2%	u

2 of these compounds, reformatted.
mol | p53 reactivator | Rab9 prom act | NPC1 prom act | RORgamma inh | BRCA1 expr up | VP16 counter | MBNL1 CUG block | uPA surface inh | FLuc modulator | ELG1 genotox
CN1C(=O)/C(=C2/C=CC=CN2C)OC1=S | u | 0% | -2% | -8% | 4% | -3% | 23% | 2% | -1% | 1%
Fc1ccc(N2CCN(Cc3ccccn3)CC2)cc1 | 0% | 9% | -7% | u | -7% | 11% | 1% | -2% | 0% | -2%

Following part:
SMILES	p53 reactivator	Rab9 prom act	NPC1 prom act	RORgamma inh	BRCA1 expr up	VP16 counter	MBNL1 CUG block	uPA surface inh	FLuc modulator	ELG1 genotox
CCN1CCN(C(c2ccccc2F)c2nnnn2Cc2ccc3c(c2)OCO3)CC1 (stereo not drawn)	-12%	-1%	0%	3%	-30%	0%	-1%	2%	3%	2%
Cc1ccccc1NC(=O)OCc1ccccc1	u	u	u	22%	u	2%	-3%	-1%	u	u
O=C(CN1C(=O)c2ccccc2C1=O)Nc1ccccc1C(=O)N1CCCC1	10%	-6%	2%	1%	5%	-6%	6%	-2%	6%	-1%
CCOc1ccccc1/C=C/c1onc(C)c1S(=O)(=O)N1CCC(C(=O)N(CC)CC)CC1	5%	-1%	-7%	-43%	-41%	-6%	u	u	0%&-9%	-6%
CCOC(=O)c1cc(=O)c2ccc(OCC(=O)Nc3ccccc3)cc2o1	-3%	-2%	1%	18%	-24%	-2%	x	5%	-2%	0%
CN(C)CCNC(=O)c1nn(C)c2c1CCc1ccccc1-2	-8%	1%	0%	-18%	6%	-10%	-9%	1%	-1%	0%
CC(Sc1nnnn1-c1ccccc1)C(=O)Nc1ccccc1-c1ccccc1 (stereo not drawn)	-2%	4%	-4%	20%	-32%	-17%	5%	2%	1%	-7%
COc1ccc(OCCNc2cc(N3CCOCC3)ccc2[N+](=O)[O-])cc1	-3%	-4%	-2%	41%	-27%	-1%	u	-11%	u	-7%
O=C(O)CCSc1ccccn1	5%	11%	-5%	-9%	1%	-4%	-25%	0%	5%	0%
CCc1ccc(/C=C/C(=O)c2ccc(S(=O)(=O)N(C)C)cc2)cc1	7%	6%	2%	u	-37%	u	-6%	-13%	-10%	1%

Continued, starting with the last 5 of the part before.
SMILES	p53 reactivator	Rab9 prom act	NPC1 prom act	RORgamma inh	BRCA1 expr up	VP16 counter	MBNL1 CUG block	uPA surface inh	FLuc modulator	ELG1 genotox
CN(C)CCNC(=O)c1nn(C)c2c1CCc1ccccc1-2	-8%	1%	0%	-18%	6%	-10%	-9%	1%	-1%	0%
CC(Sc1nnnn1-c1ccccc1)C(=O)Nc1ccccc1-c1ccccc1 (stereo not drawn)	-2%	4%	-4%	20%	-32%	-17%	5%	2%	1%	-7%
COc1ccc(OCCNc2cc(N3CCOCC3)ccc2[N+](=O)[O-])cc1	-3%	-4%	-2%	41%	-27%	-1%	u	-11%	u	-7%
O=C(O)CCSc1ccccn1	5%	11%	-5%	-9%	1%	-4%	-25%	0%	5%	0%
CCc1ccc(/C=C/C(=O)c2ccc(S(=O)(=O)N(C)C)cc2)cc1	7%	6%	2%	u	-37%	u	-6%	-13%	-10%	1%
COCCn1c(SCC(=O)Nc2ncc(Cl)c(C)c2Cl)nc2ccccc21	-5%	-11%	-1%	-14%	-12%	0%	-3%	0%	-1%	-1%
O=C1CCC(C(=O)N2CCN(c3cnccn3)CC2)CN1CCc1cccc(F)c1 (stereo not drawn)	5%	5%	4%	19%	-4%	7%	-1%	-4%	-9%	1%
NC(=O)[C@@H]1CC2(CC(c3cccc(NC(=O)[C@H]4CCC(=O)N4)c3)=NO2)CN1C(=O)c1ccc(Cl)cc1 (stereo partly drawn)	2%	-9%	-3%	15%	-6%	-3%	11%	-1%	0%	0%
CCn1c(C(O)c2cc(OC)ccc2OC)nc2ccccc21 (stereo not drawn)	x	-1%	-2%	-5%	18%	-2%	0%	2%	0%	7%
Cc1cc(S(=O)(=O)NCCN(C)C)c(C)s1	5%	7%	-4%	1%	17%[1.84 µM]	-7%	7%	0%	1%	1%
CC1(C)OC(=O)N(c2ccccn2)C1(C)O (stereo not drawn)	3%	2%	-6%	31%	14%	2%	4%	-1%	2%	2%
CC(=O)Nc1ccc(S(=O)(=O)N2CCN=C2c2ccccc2)cc1	-7%	0%	0%	5%	-1%	-5%	-11%	3%	0%	-4%
COc1ccccc1NS(=O)(=O)c1ccc(C(=O)NCC(c2ccco2)N(C)C)cc1 (stereo not drawn)	0%	-11%	-1%	x	-5%	x	x	u	4%	0%
CCC(=O)Nc1ccc(Oc2ccc3c(c2)C(=O)NC3=O)cc1	-2%	-5%	-2%	-33%	10%	0%	u	-4%	1%	1%
O=C(Nc1ccc(F)c(Cl)c1)NC1CC1	-4%	13%	-1%	0%	1%	-3%	-9%	-2%	-3%	0%
COc1ccc(N2CCN(C(=O)c3cccc(N4C(=O)C5C6C=CC(C6)C5C4=O)c3)CC2)cc1 (stereo not drawn)	7%	10%	0%	9%	-1%	u	-1%	-5%	1%	-1%[9.26 µM]
Cc1c(CCC(=O)O)c(=O)oc2cc3occ(-c4ccc(F)cc4)c3cc12	-7%	-3%	-3%	2.8µM*	0%	u	3%	3%	u	3%
O=S(=O)(c1ccc(SCCOc2ccc(Br)cc2)nc1)N1CCCC1	0%	-4%	-4%	x	-28%	x	x	-9%	x	1%

Screening data as filed in PubChem.
